NadD block: NadD (S. aureus) enzyme inhibition. purified NadD enzyme, colorimetric absorbance read-out. AID 602399. inhibition, % at 20 µM. 0.78% of 360,000 active; in the data active means inhibition above about 26%; further: some compounds past the cut are filed as inactive
Scp-1 inhibitor: blocks human Scp-1 phosphatase activity | Recombinant Scp1, phosphopeptide, malachite green phosphate absorbance | inhibition, % at 20 µM | 0.88% of 340,000 active | Q9GZU7;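 active means inhibition above about 50% at 20 µM, limit read from the data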;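 further: plate controls were DMSO wells with enzyme for no effect and wells lacking enzyme for full effect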
Target sequence (Q9GZU7 76-261 limits assumed): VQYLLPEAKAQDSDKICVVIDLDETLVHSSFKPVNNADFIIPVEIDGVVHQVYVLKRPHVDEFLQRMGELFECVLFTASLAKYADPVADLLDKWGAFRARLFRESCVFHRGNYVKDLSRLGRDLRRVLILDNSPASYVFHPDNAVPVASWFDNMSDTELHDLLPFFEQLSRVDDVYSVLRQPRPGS
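assay system = SCP-1 phosphatase catalytic domain, residues 76-261 | buffer or medium = 50 mM Tris acetate pH 5.5, 0.005% Tween-20, 10 mM MgCl2 | incubation = enzyme reaction 45 min at room temperature, colour 5 min, stabilisation 30 min | signal = Phosphate-binding colour reagent, absorbance read at 630 nm | measure = % inhibition at 20 µM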
DNMT1 block: blocks human DNA methyltransferase DNMT1. DNMT1 molecular beacon, Hinp1I cleavage, fluorescence. inhibition (reported as % activation of signal), % at 10 µM. 0.83% of 360,000 active; in the data active means inhibition above about 50%
Rpn11 inh: Rpn11 (human) deubiquitinase inhibition. O00487. human 26S proteasome, Ub4-pepOG fluorescence polarization; 20S core pre-blocked with epoxomicin. calls only at 20 µM. 0.59% of 360,000 active. AID 588493;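 active means inhibition at 20 µM, scaled to each plate's controls, above about 33%, limit read from the data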
LMPTP inh: LMPTP (human) inhibition; P24666; recombinant LMPTP-A, OMFP fluorogenic substrate, fluorescence intensity; inhibition, % at 20 µM; 0.22% of 360,000 active;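 active means compounds that cut the enzyme signal by at least half of the control window in the single-dose screen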;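 further: plate controls were DMSO wells with enzyme plus substrate for no effect and substrate without enzyme for full effect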
Target sequence (P24666 whole entry, looked up): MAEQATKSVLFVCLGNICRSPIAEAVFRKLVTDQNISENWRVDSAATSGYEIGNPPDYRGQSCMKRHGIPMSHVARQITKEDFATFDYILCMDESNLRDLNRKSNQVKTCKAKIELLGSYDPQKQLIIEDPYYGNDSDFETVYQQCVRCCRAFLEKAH
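Test system: LMPTP-A phosphatase enzyme. Amount: LMPTP-A at 0.625 nM final in the reaction. Reagent: OMFP substrate, 400 µM final. Times: 50 min at room temperature. Signal: endpoint fluorescence intensity from OMFP dephosphorylation. Read-out basis: % inhibition. Benchmarks: no-enzyme and uninhibited controls.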
STEP inh: STEP (human) phosphatase inhibition | P54829 | 0.25% of 360,000 active | recombinant STEP, OMFP fluorogenic substrate, fluorescence | inhibition, % at 20 µM;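 active means inhibition at 20 µM, scaled per plate between control wells, above about 37%, limit read from the data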;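 further: 0% = DMSO with enzyme and substrate and 100% = substrate only without enzyme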
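System: isolated STEP enzyme; schedule: 20 min enzyme reaction at room temperature, protected from light; medium: Bis-Tris buffer pH 6.0, 2.5 mM DTT, 0.005% Tween 20; signal: fluorescence, 480/540 nm; dosing: single compound dose of 20 µM, 1% DMSO final; also added: OMFP substrate, 25 µM final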
SUMO1 PPI mod: alters human SUMO1 binding to SIM partners | AID 602429 | inhibition, % at 20 µM | P63165 | 0.33% of 360,000 active | SUMO1 binding to a labelled peptide, TR-FRET, 1 h; in the data active means inhibition above about 37%
Target sequence (P63165 whole entry, looked up): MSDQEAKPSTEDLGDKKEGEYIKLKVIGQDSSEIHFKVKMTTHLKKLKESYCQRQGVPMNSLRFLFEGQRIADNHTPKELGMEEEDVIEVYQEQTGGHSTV
Tb MetRS inh: Trypanosoma brucei MetRS inhibition. 0.4% of 360,000 active. purified T. brucei MetRS, ATP depletion, Kinase-Glo luminescence. inhibition, % at 11.9 µM;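 active means inhibition above a per-plate cutoff of the control wells' mean inhibition plus 3 SD, cut at about 5.5% in these data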;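 further: 0% = DMSO wells median and 100% = median of wells with control inhibitor compound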
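technique = Kinase-Glo luminescence, ATP depletion format | system = purified MetRS (methionyl-tRNA synthetase) enzyme from Trypanosoma brucei | timing = 15 min preincubation, 2 h reaction, all 25 °C | evaluation = percent inhibition versus plate control medians | dosing = single dose, 11.9 µM final nominal, 0.9% final DMSO | also added = substrates ATP, L-methionine and bulk Escherichia coli tRNA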
CSN inh: blocks human CSN-mediated cullin deneddylation. Q92905. Purified CSN, SCF-Nedd8-OG deneddylation, fluorescence polarization. inhibition, % at 12.5 µM. 0.38% of 360,000 active;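 active means pattern-corrected inhibition above about 35%, with an unprinted fluorescence ratio check between 0.5 and 1.5, limit read from the data, passing the limit was not always enough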;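 further: 0% = enzyme with substrate and 100% = substrate without enzyme; some results filed as inactive read as strong as hits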
Target sequence (Q92905 whole entry, looked up, one chain of several): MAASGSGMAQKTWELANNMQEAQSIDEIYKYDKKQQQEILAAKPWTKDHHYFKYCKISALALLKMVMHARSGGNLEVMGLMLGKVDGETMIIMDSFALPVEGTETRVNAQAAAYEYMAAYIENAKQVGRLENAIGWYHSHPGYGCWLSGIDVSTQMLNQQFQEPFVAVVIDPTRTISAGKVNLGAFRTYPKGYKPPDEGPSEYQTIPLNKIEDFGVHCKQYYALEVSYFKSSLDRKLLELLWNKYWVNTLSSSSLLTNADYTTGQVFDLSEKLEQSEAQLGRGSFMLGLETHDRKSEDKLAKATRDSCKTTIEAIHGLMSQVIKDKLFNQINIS
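test system = HEK293T-derived human Csn5 enzyme | amount = 0.24 nM Csn5 enzyme, final concentration | medium = Tris/NaCl/DTT buffer, pH 7.5 | schedule = 90 min reaction at room temperature | signal = FP | evaluation = inhibition of Csn5 cleavage, % | compound dosing = single dose of 12.5 µM compound with 0.25% DMSO | probe or stimulus = 10 nM SCFSkp2-Nedd8OG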
MsrA inh: inhibits bovine methionine sulfoxide reductase A. purified bovine MsrA, absorbance read-out. inhibition, % at 15.5 µM. 0.75% of 360,000 active; in the data active means inhibition above about 4.5%;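 further: 0% = vehicle wells with enzyme and 100% = reference inhibitor wells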
Numbers without * were called inactive; i = inactive; x = no result given.

STEP inh,Scp-1 inhibitor,smiles,Tb MetRS inh,Rpn11 inh,NadD block,DNMT1 block,CSN inh,SUMO1 PPI mod,LMPTP inh,MsrA inh
-4,-4,O=C(CCl)N1CCN(S(=O)(=O)c2ccc3c(c2)OCCCO3)CC1,0.1,i,2,6,-3,-5,-2.4,-0.6
-1,-7,COC(=O)c1ccsc1NC(=O)C1=COCCO1,-0.2,i,1,-3,0,11,0.2,1.2
-2,x,COc1ccc(-c2csc(C(NC(C)=O)c3ccccc3)n2)cn1 (centres undefined),-0.1,i,-4,1,-5,0,-1.1,-0.1
-2,2,O=C(NC1CCCCCC1)C1CCC(=O)N(Cc2ccccc2F)C1 (centres undefined),-1.1,i,-8,5,-2,6,-1.4,-1.5
0,x,Cc1ccc(CN2CCC[C@]3(N[C@H](c4ccccc4)[C@@H]4C(=O)N(Cc5ccccc5)C(=O)[C@@H]43)C2=O)cc1,-1.2,i,5,-2,4,1,-1.5,-0.1
0,-2,CCOc1ccc(S(=O)(=O)N2CCCC(C(=O)Nc3ccccc3)C2)cc1 (centres undefined),-0.3,i,-7,-3,0,2,0.3,-0.2
1,1,C=C1C(=O)O[C@@H]2[C@H]1[C@@H](OC(=O)/C(C)=C/C)C/C(C)=C\C(=O)/C=C(\C)[C@@H]2O,-0.2,i,2,7,-2,10,-0.7,0.6
2,-2,Cc1ccc(S(=O)(=O)N(CC(=O)NCC2CCCO2)Cc2ccc(F)cc2)cc1 (centres undefined),-0.5,i,0,1,-3,2,0.4,-0.8
1,-21,CCCCOc1ccc(-c2nc(SCC(N)=O)n[nH]2)cc1,-0.4,i,3,0,0,1,-0.4,-0.6
-4,2,CCN(C(=O)COc1ccc(C(C)=O)cc1)c1cccc2ccccc12,-0.4,i,-1,-1,3,-3,-0.3,-0.5
0,18,CC(=O)Nc1ccc(S(=O)(=O)NC2(C(F)(F)F)N=C(c3ccccc3)NC2=O)cc1 (centres undefined),-1.3,i,-2,7,0,1,-1.1,0.1
0,-11,O=C(NCCOc1ccccc1)c1cccc2c1C(=O)c1ccc(Cl)cc1S2(=O)=O,-0.3,i,-6,-4,-3,-27,1.1,0.6
-3,-2,CN(CC(=O)Nc1ccc(F)c(F)c1F)C(=O)c1ccc2c(c1)NC(=O)CS2,0.4,i,-4,0,6,1,2.5,-0.7
1,-5,COc1cccc(C(=O)OCC(=O)N2CCc3ccccc32)c1OC,-0.1,i,1,-2,2,5,-0.5,-0.2
-1,-2,COC(=O)[C@H](Cc1ccccc1)NC(=O)Nc1ccc(S(N)(=O)=O)cc1,-0.5,i,3,-2,0,0,-0.6,0.4
-1,7,CCSC(=O)N(CC)CC(=O)Nc1c(CC)cccc1CC,-0.6,i,-2,3,-1,-2,-0.1,x
3,1,CCC(=O)N1CCc2cc(S(=O)(=O)N3CCN(c4cc(Cl)ccc4C)CC3)ccc21,-0.5,i,20,0,0,5,1.8,0.4
-1,-5,Cc1nnc(SCC(=O)Nc2ccccc2N2CCOCC2)s1,0.6,i,1,3,0,6,-0.4,-0.1
-2,-5,Cc1ccc(/C=C/C(=O)N2CCN(S(=O)(=O)c3cccs3)CC2)o1,0.0,i,-2,0,2,9,-0.1,1.4
-4,-5,Cc1nn(-c2ccccc2)c(Cl)c1/C=N/NC(=O)c1ccc(CNc2ccccc2)o1,0.1,i,0,-2,-6,2,0.5,-0.7
-5,-8,Cc1[nH]c2ccccc2c1/C=N/NC(=S)NCc1ccccc1,-0.1,i,5,-4,14,3,3.7,2.5
-3,0,COCCNC(=O)C(c1cccs1)N(C(=O)Cn1nnc2ccccc21)c1cccc(C(C)=O)c1 (centres undefined),-0.4,i,-4,2,-1,2,1.0,1.0
-2,-6,O=C(CSc1nncs1)NC(=O)NCc1ccco1,0.5,i,-4,-3,3,-1,0.2,1.6
-2,-10,COc1ccccc1C(=O)NCCC(=O)N1CCN(S(=O)(=O)c2ccc(Cl)cc2)CC1,-0.3,i,-4,2,-2,-8,-0.2,0.7
-2,7,Nc1ccc2c(c1)Cc1cc(Cl)c(Cl)cc1-2,0.1,i,9,-30,-5,6,1.9,-0.5
-3,-1,COc1cc(CC(=O)Nc2ccc(S(=O)(=O)Nc3ncccn3)cc2)cc(OC)c1OC,-0.7,i,-4,5,5,-1,-0.7,-0.8
4,-5,Cc1ccc(Cl)cc1N1CCN(C(=O)CN2C(=O)c3cccc4cccc2c34)CC1,-0.7,i,1,-5,2,-4,2.9,-1.6
1,-2,COc1ccc(C(=O)NNS(=O)(=O)c2ccc(OC)cc2)cc1,0.1,i,1,2,2,5,-0.5,0.7
0,-2,NC(=O)Nc1ccc(C(=O)OCC(=O)Nc2cccc(S(=O)(=O)NC3=NCCCCC3)c2)cc1,-0.7,i,2,7,1,3,-0.9,0.8
3,-2,CC(C)(C)n1nnnc1C(c1cccs1)N(Cc1cccnc1)Cc1ccco1 (centres undefined),-0.2,i,1,0,5,1,-0.3,1.1

Reprinted from the part before: four entries; new compounds follow.
STEP inh,Scp-1 inhibitor,smiles,Tb MetRS inh,Rpn11 inh,NadD block,DNMT1 block,CSN inh,SUMO1 PPI mod,LMPTP inh,MsrA inh
4,-5,Cc1ccc(Cl)cc1N1CCN(C(=O)CN2C(=O)c3cccc4cccc2c34)CC1,-0.7,i,1,-5,2,-4,2.9,-1.6
1,-2,COc1ccc(C(=O)NNS(=O)(=O)c2ccc(OC)cc2)cc1,0.1,i,1,2,2,5,-0.5,0.7
0,-2,NC(=O)Nc1ccc(C(=O)OCC(=O)Nc2cccc(S(=O)(=O)NC3=NCCCCC3)c2)cc1,-0.7,i,2,7,1,3,-0.9,0.8
3,-2,CC(C)(C)n1nnnc1C(c1cccs1)N(Cc1cccnc1)Cc1ccco1 (centres undefined),-0.2,i,1,0,5,1,-0.3,1.1
-4,-12,CCOc1ccc(C2=CSC3=NCCN23)cc1,-0.1,i,-2,6,4,-5,1.3,1.4
1,x,O=C(Cc1ccccc1)NS(=O)(=O)c1ccccc1,-1.3,i,7,4,0,3,-1.7,0.6
3,-3,O=C(COC(=O)CCC(=O)c1cccs1)Nc1cccc(S(=O)(=O)N2CCOCC2)c1,0.5,i,0,1,-2,5,1.0,1.1
-2,-2,CCOC(=O)C1=C(COC(=O)[C@H](C)NS(=O)(=O)c2ccc(NC(C)=O)cc2)NC(=O)NC1C (some centres undefined),-0.3,i,-2,5,0,3,-1.5,0.7
0,5,Cc1cc(N2CCN(S(=O)(=O)c3ccc(Cl)cc3)CC2)c2ccccc2n1,-0.5,i,-6,-3,-1,-3,47,1.2
-9,-5,O=C1Nc2ccccc2N=C(c2ccccc2)C1Br (centres undefined),-0.5,i,8,-2,-2,-6,0.7,-0.3
-1,-5,CCc1nc(SCC(=O)NCc2ccccc2)c2c(=O)n(C)c(=O)n(C)c2n1,-0.2,i,-2,9,-4,0,-1.6,0.2
1,-3,COc1cc(C(C)=O)ccc1OCC(=O)OCC(=O)c1cc(C)n(CC2CCCO2)c1C (centres undefined),-0.2,i,-6,-2,-6,6,-0.9,1.0
3,-5,Cc1cc(-c2ccc(C)c(S(=O)(=O)N3CCN(C(=O)c4ccco4)CC3)c2)on1,-0.6,i,-4,2,-4,-1,-0.2,0.6
-2,x,CCOC(=O)C1CCCN(C(=O)c2cc(F)cc(F)c2)CC1 (centres undefined),-0.2,i,-4,0,5,-4,-2.1,-0.3
2,-18,COc1ccc(-c2c3c(nc4sc(C(=O)Nc5ccccc5)c(N)c24)CCC3)cc1,-1.5,i,22,-7,3,-5,1.1,1.4
2,-5,CC(=O)c1cnc2scnn2c1=O,-0.3,i,4,-5,-3,-1,-0.8,4.1
-2,-9,COc1ccc(-c2[nH]ncc2[C@@H]2C[C@H]3CN(Cc4ccccc4C)C(=O)[C@]34CCCN24)cc1,0.6,i,9,-3,3,-1,0.4,0.5
-1,-19,CC(C)CCN1C(=O)c2ccc(C(=O)Nc3cccc(S(N)(=O)=O)c3)cc2C1=O,-1.9,i,-1,-3,1,-18,0.6,1.0
-3,-7,CCC1Sc2ccccc2N(CC(=O)NCCC2=CCCCC2)C1=O (centres undefined),-1.1,i,7,-1,1,1,1.2,-1.2
2,-8,CC1CCc2onc(C(=O)O)c2C1 (centres undefined),0.2,i,1,-1,-1,-3,-0.1,1.6
1,-5,Cc1n[nH]c(=O)n1-c1ccc(C(C)C)cc1,-0.2,i,1,2,-10,2,-2.0,-1.5
0,1,CN(Cc1ccc(Cl)c(Cl)c1)C(=O)c1ccccc1SCC(=O)N1CCCC1,-0.4,i,1,6,2,1,-0.7,-1.5
0,-9,CCOc1ccc(-n2c([S-])c(C(=O)Nc3ccc(S(=O)(=O)N4CCOCC4)cc3)[n+]3cc(C(N)=O)ccc23)cc1,-1.2,i,-4,6,5,-61,4.2,0.6
1,-7,CCn1c(SCC(=O)N2CCN(c3ccccc3)CC2)nc2c([nH]c3ccccc32)c1=O,0.1,i,2,41,0,0,-0.1,-0.4

High-throughput results as filed in PubChem BioAssay.
